Luc counter: Counterscreen for Luciferase (Kinase-Glo TM) Inhibition | Kinase-Glo luciferase, ATP luminescence, 8 min | Luciferin 4-monooxygenase (Photuris pensylvanica), Q27757 | Potency, µM (highest dose often 38.3 µM), for the others: top-dose activity change, negative = inhibition, most hits filed as inhibitors | 0.28% of 200,000 active; further: on the % scale 0 is the no-effect control and ±100 the full control effect; nearly all actives have a fitted effect of over 60% in size
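Kinase-Glo luciferase light output from ATP and luciferin was measured with 10 uM ATP, within the enzyme's linear range. Buffer: 50 mM imidazole pH 7.2, 50 mM KCl, 7 mM MgCl2, 0.01% Tween 20, 0.05% BSA; luminescence read after 8 min at ambient temperature.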
IMPase Li cell: qHTS Assay for Identifying the Cell-Membrane Permeable IMPase Inhibitors: Potentiation with Lithium | CHO-M1 cells, IP1 TR-FRET (IP-One), carbachol + lithium | Potency, µM (highest dose often 59.4 µM), for the others: at the top dose activity, negative = IMPase inhibition, hits mostly inhibitors | 0.35% of 210,000 active;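 further: IP1 builds up when IMPase is blocked and the TR-FRET signal falls; plate controls were basal vehicle for no effect and high inhibitor control for full effect; nearly all actives have a fitted effect of over 50% in size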
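IP1 accumulation measured by competitive TR-FRET in lysed CHO-M1 cells after 30 min compound exposure at 37C, with a small lithium addition to potentiate weak responses. Hill-equation AC50 from ratio and donor-channel data.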
SMN2 splice enh: qHTS Assay for Enhancers of SMN2 Splice Variant Expression; HEK293 SMN2-luciferase splicing reporter, luminescence, 30-36 h; Potency, µM (series often up to 46.1 µM), for inactives: top-dose activity change, positive = activation, actives largely listed as activators; 2.8% of 210,000 active; AID 1458, 2008; further: % of control where 0% means no effect; nearly all actives have a fitted effect of over 55% in size
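HEK293 cells carry an SMN2 […]–luciferase reporter in which exon 7 inclusion puts luciferase in frame. Cells were plated 10-12 h before compound addition, then incubated 30-36 h at 37C. ONE-Glo luminescence was read; sodium butyrate at 4.5 mM final served as control.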
Epigenetic derep: Quantitative High-Throughput Screen for Regulators of Epigenetic Control; murine LDR cells, GFP reporter derepression, 30 h; Potency, µM (top dose mostly 53.9 µM), inactives show at the top dose GFP activation, hits mostly activators; 0.2% of 280,000 active; AID 1865, 2009; further: % of control where 0% means no effect; nearly all actives have a fitted effect of over 60% in size
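Readout is the number of GFP-expressing murine LDR cells, counted by cytometry following washing. Cells were treated with compound for 30 h at 37 C; the stably integrated CMV-GFP locus is normally silent.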
NPSR antag: qHTS Assay for Antagonists of the Neuropeptide S Receptor: cAMP Signal Transduction; CHO-NPSR cells, cAMP TR-FRET, antagonist mode; 1% of 220,000 active; AID 1461, 2008; Potency, µM (titrated, usually from 38.3 µM), for the others: at the highest dose activity change, negative = inhibition, usual class: inhibitors; Q6W5P4; further: on the % scale 0 is the no-effect control and ±100 the full control effect; nearly all actives have a fitted effect of over 50% in size; many of its hits are not listed in these tables
Target sequence (Q6W5P4 whole entry, looked up): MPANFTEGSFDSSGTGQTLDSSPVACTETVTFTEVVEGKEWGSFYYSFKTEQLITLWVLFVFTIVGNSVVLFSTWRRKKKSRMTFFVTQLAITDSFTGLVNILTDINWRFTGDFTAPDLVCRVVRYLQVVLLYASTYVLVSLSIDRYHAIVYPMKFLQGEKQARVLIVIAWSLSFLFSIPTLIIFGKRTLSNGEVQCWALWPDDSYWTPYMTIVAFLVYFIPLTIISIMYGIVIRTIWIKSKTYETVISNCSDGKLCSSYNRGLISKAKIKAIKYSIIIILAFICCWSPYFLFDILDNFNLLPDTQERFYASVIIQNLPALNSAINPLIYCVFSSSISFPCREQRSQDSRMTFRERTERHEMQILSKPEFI
KDM4E inh: qHTS Assay for Inhibitors of Human Jumonji Domain Containing 2E (JMJD2E). Lysine-specific demethylase 4E (Homo sapiens), B2RXH2. JMJD2E catalytic domain, FDH-coupled NADH fluorescence (FDH is formaldehyde dehydrogenase). Potency, µM (titrated, usually from 57.1 µM), inactives show at the highest dose activity change, negative = inhibition, most hits filed as inhibitors. 1.6% of 230,000 active. AID 2147, 2009; active means well fitted inhibition curve with a large enough effect, not every such curve was filed as active; inconclusive means small, poorly fitted or top-dose-only effect, or another doubt; inactive means no such curve, though single readings can be large or run the other way;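 further: 0% = wells with enzyme and -100% = buffer wells without enzyme; nearly all actives have a fitted effect of over 50% in size; many of its hits are not listed in these tables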
Target sequence (B2RXH2 1-337 limits assumed): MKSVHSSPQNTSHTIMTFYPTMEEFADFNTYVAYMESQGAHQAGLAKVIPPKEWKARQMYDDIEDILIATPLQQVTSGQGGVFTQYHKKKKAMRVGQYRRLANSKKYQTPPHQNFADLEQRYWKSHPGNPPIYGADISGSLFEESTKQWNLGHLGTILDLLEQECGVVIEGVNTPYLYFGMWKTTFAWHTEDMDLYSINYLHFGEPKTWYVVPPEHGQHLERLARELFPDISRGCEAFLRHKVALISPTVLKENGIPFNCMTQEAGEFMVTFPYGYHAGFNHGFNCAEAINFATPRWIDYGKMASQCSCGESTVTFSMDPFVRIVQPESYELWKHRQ
RECQ1 helicase: qHTS Assay for Inhibitors of RecQ-Like Dna Helicase 1 (RECQ1); Potency, µM (highest dose often 57.3 µM), for the others: top-dose activity, negative = inhibition, usual class: inhibitors; AID 2549, 2010; ATP-dependent DNA helicase Q1 (Homo sapiens), P46063; RECQ1 DNA unwinding, red fluorescence kinetic read; 0.54% of 240,000 active;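 further: plate controls were vehicle for no effect and no enzyme for full effect; nearly all actives have a fitted effect of over 30% in size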
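RECQ1T1 50 nM; forked duplex (20 bp + 30-nt ss tails) 200 nM, ATP 2 mM final; pH 8.0, 2 mM MgCl2, 2.5 ug/ml poly(dI-dC); 15 min compound preincubation; discontinuous kinetic read over 2 h at RT.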
RGS12 GoLoco inh: qHTS Assay for Inhibitors of RGS12 GoLoco Motif Activity (Red Fluorophore). Gai1:RGS12 GoLoco peptide FP, rhodamine, 10 min. Potency, µM (series often up to 61.6 µM), without a hit: top-dose activity, negative = inhibition, most hits filed as inhibitors. 0.44% of 230,000 active; active means well fitted inhibition curve with a large enough effect, not every such curve was filed as active; inactive means no such curve, though single readings can be large or run the other way; further: on the % scale 0 is the no-effect control and ±100 the full control effect; nearly all actives have a fitted effect of over 30% in size; many of its hits are not listed in these tables
Target sequence (P63096 whole entry, looked up): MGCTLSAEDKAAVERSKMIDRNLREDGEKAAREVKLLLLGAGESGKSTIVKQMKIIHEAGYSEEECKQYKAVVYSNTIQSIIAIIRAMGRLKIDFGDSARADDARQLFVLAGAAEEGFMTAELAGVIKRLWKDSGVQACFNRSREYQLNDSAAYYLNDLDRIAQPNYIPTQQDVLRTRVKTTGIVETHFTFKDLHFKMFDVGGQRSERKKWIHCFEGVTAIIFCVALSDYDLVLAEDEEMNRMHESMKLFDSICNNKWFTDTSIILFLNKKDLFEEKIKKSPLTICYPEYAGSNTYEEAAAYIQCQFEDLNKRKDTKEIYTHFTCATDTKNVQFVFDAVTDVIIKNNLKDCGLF
Active calls of the source: *; i = inactive; ? = inconclusive; . = not tested or not shown; & = joins results of further samples; [ ] = remark or other dose. Unless noted, the call rests on the fitted dose curve; in most records, active means well fitted curve in the direction sought with a large enough effect; inconclusive means small, poorly fitted or top-dose-only effect, or another doubt; inactive means no such curve, though single readings can be large; an effect the other way counts as inactive or inconclusive. Potency means the concentration at half of the fitted maximal effect.

SMILES | Luc counter | IMPase Li cell | SMN2 splice enh | Epigenetic derep | NPSR antag | KDM4E inh | RECQ1 helicase | RGS12 GoLoco inh
O=C(Nc1ccc(F)cc1)c1cccc(NC(=O)C2C3CC4OC(=O)C2C4C3)c1 (stereo not given) | -2% | -11%[38.3 µM] | -13% | -0.9% | 4%[46.1 µM] | -1% | i | 20%
Cn1nccc1NC(=O)Nc1ccc(Cl)cc1 | . | . | . | 7.8% | 12% | 0% | -14% | 10%
CS(=O)(=O)N1N=C(c2ccc3nccnc3c2)CC1c1ccccc1 (stereo not given) | 2% | ? | 2% | -2.7% | -4%[46.1 µM] | 1% | -3% | 85%[activator]
CN(C(=O)COc1cc(C(F)(F)F)nn1C)c1ccccc1 | 1% | 5% | -14% | 2.3% | 6% | 14% | 6% | 6%
CCOC(=O)N/N=C\c1ccc(-c2cccc(C(F)(F)F)c2)o1 | 1% | 5% | -8% | -1.1% | -20% | -10% | -15% | 13%
CC(=O)NNc1nc(-c2ccccc2)c2cc(Br)ccc2n1 | 2% | 23%[38.3 µM] | -9% | -1.8% | -10%[46.1 µM] | 0% | 2% | 3%
N#Cc1cc2cc3c(cc2nc1SCC(=O)OC1CCCCC1)OCO3 | -4% | ? | 6% | -1.3% | ? | 6% | i | -4%
COc1ccc(C2CC(c3cccs3)=NN2c2nc(-c3ccccc3)cs2)cc1OC (stereo not given) | 4% | -7% | -4% | -2.2% | -5%[46.1 µM] | -30% | i | 23%
CCOC(=O)C1CCN(C(=O)c2c(-c3c(F)cccc3Cl)noc2C)CC1 | 1% | 3%[38.3 µM] | 4% | 0.5% | -4%[46.1 µM] | 1% | 7% | -3%
O=C1CC(C(=O)NC2CCCCC2)C(c2ccccc2)O1 (stereo not given) | -4% | 17%[38.3 µM] | -24% | 3.5% | -4%[46.1 µM] | 8% | -8% | -11%
Cc1ccc(CN2C(=O)c3ccccc3C2C(=O)NCc2cccnc2)cc1 (stereo not given) | 16% | 3%[38.3 µM] | -5% | -6.0% | -6%[46.1 µM] | 8% | -5% | -1%
COc1ccc(C2=NOC(CN3C(=O)c4ccccc4S3(=O)=O)C2)cc1 (stereo not given) | -5% | 4%[38.3 µM] | ? | 5.0% | -29%[46.1 µM] | ? | -3% | 8%
CC1(c2ccncc2)Nc2ccccc2-c2nc3ccccc3n21 (stereo not given) | -4% | 22%[38.3 µM] | -17% | 1.8% | 24%[46.1 µM] | ? | -5% | 12%
O=C(O)COc1nsnc1N1CCOCC1 | . | . | . | -5.7% | 1%[46.1 µM] | -6% | -10% | .
O=C(COc1ccccc1)N1CCN(S(=O)(=O)Cc2ccccc2)CC1 | -4% | -4%[38.3 µM] | -8% | -6.8% | -9%[7.67 µM] | 5% | -3% | 5%
COc1ccc(NC(=O)CSc2nc(N)c3cc4c(nc3n2)CCCC4)cc1 | -18% | -2% | 22µM* | -3.0% | -10% | 8% | -13% | 13%
COc1cccc(OC)c1C(=O)N=c1sc2cc(S(C)(=O)=O)ccc2n1C | -1% | 2% | -3% | 1.0% | 5% | -4% | -8% | 1%
CCOC(=O)N1CC=C2C(C#N)=C(N)C(C#N)(C#N)[C@H](c3ccc(OC(C)C)c(OCC)c3)[C@H]2C1 | -5% | 13%[38.3 µM] | ? | 0.0% | -16%[46.1 µM] | -29% | i | 14%
COc1ccc(-c2nc(Cn3c(SCc4ccc(F)cc4)nc4ccncc43)c(C)o2)cc1OC | 0% | 11%[38.3 µM] | -7% | -1.2% | -12%[46.1 µM] | ? | -4% | 8%
CCC(=O)NS(=O)(=O)c1cccnc1Nc1ccc(Cl)cc1 | -3% | 11%[38.3 µM] | 13% | -1.0% | -10%[46.1 µM] | 9% | i | 8%
O=S(=O)(NCc1ccc2c(c1)OCO2)c1cnc[nH]1 | 15% | 11%[38.3 µM] | -21% | 0.7% | 7%[46.1 µM] | -4% | -4% | -4%
Cc1cccc(NC(=O)c2cc([N+](=O)[O-])ccc2N2CCCCC2)n1 | -2% | 12% | -1% | -0.2% | 10µM* | 5% | 14% | 2%
CCOC(=O)C1(Cc2cccc(F)c2)CCN(C(=O)c2cnccn2)CC1 | -9% | 4% | 0% | 2.4% | 0% | -5% | 17% | 13%
Cc1ccc(-c2nn(CC(=O)NCC3CCCO3)c(=O)c3ccccc23)cc1 (stereo not given) | 1% | 21%[38.3 µM] | 13% | -0.2% | -2%[46.1 µM] | 5% | -4% | 3%
COc1ccccc1NS(=O)(=O)c1cc(NC(=S)NCC2CCCO2)ccc1C (stereo not given) | 2% | 6% | 4% | 5.6% | -14% | -10% | i | 7%
SMILES | Luc counter | IMPase Li cell | SMN2 splice enh | Epigenetic derep | NPSR antag | KDM4E inh | RECQ1 helicase | RGS12 GoLoco inh
CC(C)/C(=N\NS(=O)(=O)c1ccc(Br)cc1)c1cccs1 | -3% | 4% | -10% | -0.7%[10.1 µM] | -11% | -3% | 1% | 13%
Cc1cc2[nH]ncc2cc1NC(=S)NC(=O)c1ccccc1 | -2% | -2%[38.3 µM] | -18% | 0.0% | -27%[46.1 µM] | -2% | -9% | 2%
Cc1cc(C(=O)NCc2cccs2)nn1C | . | . | . | -3.8% | -12% | 5% | -13% | 14%
CCSc1cc(N2CCOCC2)nc(-c2ccc(Cl)cc2)n1 | 1% | 11% | -6% | -1.1% | -19% | ? | -16% | 6%
c1ccc(OCCSc2nc3ccccc3o2)cc1 | 12% | 5%[38.3 µM] | -10% | -4.4% | -27%[46.1 µM] | -5% | i | 1%
O=C1CCC=C1C(O)c1ccccc1 (stereo not given) | 0%&-3% | -6%&22% | -6%&-1% | -1.1%&0.0% | . | 7%&-3% | -6%&-12% | -10%&1%
O=C(NCc1ccccc1)N1CCOCC1 | . | . | . | 4.4% | -3%[7.67 µM] | -1% | i | 0%
C=C(C)CSc1nnc([C@H](CCSC)NC(=O)OC(C)(C)C)o1 | -1% | 1%[38.3 µM] | -6% | -6.0% | -18%[46.1 µM] | -3% | -15% | -6%
CCn1c(=NC(=O)CSC(C)=O)sc2cc(OC)ccc21 | -1% | 32%[activator] | . | -1.0% | ? | -18% | 1% | -1%
CSc1nc2oc3c(c2c2nncn12)CC(C)(C)SC3 | -4% | -6%[38.3 µM] | -14% | 3.5% | -24%[46.1 µM] | ? | -7% | -18%
Cc1cc(N2CCN(c3ccccc3)CC2)nc(-c2ccccc2O)n1 | -3% | -5%[38.3 µM] | -1% | -1.5% | -23%[46.1 µM] | ? | i | 0%
CC(O)c1nc2ccccc2n1CC(=O)Nc1ccc2c(c1)OCCO2 (stereo not given) | -4% | -3% | -10% | -1.4% | 3% | 9% | 11% | 7%
COC(=O)c1nc2ccc(N3CCOCC3)cc2c(C)c1C(=O)OC | -3% | -21% | 10µM* | 1.0% | 1% | -10% | 2% | -10%
CCCCC(=O)Nc1ccc(C(=O)NN2C(=O)c3ccccc3C2=O)cc1 | -1% | 6%[38.3 µM] | -4% | 1.3% | -6%[46.1 µM] | -8% | -11% | 6%
O=C(NC(=S)Nc1ccccc1N1CCCC1)c1ccccc1[N+](=O)[O-] | -1% | 6% | -5% | -1.0% | -21% | 0% | -22% | 9%
Cc1c(NS(=O)(=O)N2CCCCC2)c(=O)n(-c2ccccc2)n1C | -3% | 2%[38.3 µM] | 16% | -4.9% | 0%[46.1 µM] | -4% | -11% | 4%
CC(C)Cn1c2nc3ccccc3nc2c2c(=O)n(CCN3CCOCC3)cnc21 | 1% | 23%[38.3 µM] | . | 0.9% | -11%[46.1 µM] | ? | -2% | 7%
O=C(O)CN1CCN(Cc2ccc(Cl)cc2)C1=O | 1% | -6% | -17% | 0.0% | 10% | 8% | 2% | -3%
OC12CCCCC1C(c1ccc3c(c1)OCO3)N(Cc1ccccc1F)CC2 (stereo not given) | . | . | . | -3.5% | ? | -6% | -12% | .
Oc1ccc(/C=N/NC(=S)NCC2CCCO2)cc1 (stereo not given) | 17% | 23%[38.3 µM] | -3% | 4.0% | -9%[46.1 µM] | -1% | -6% | 10%
Cc1cc(NC(=O)c2ccc(-c3ccc(F)c(Cl)c3)o2)no1 | 1% | -10% | -6% | 1.2% | -20% | -6% | i | 24%
COc1cc(NS(=O)(=O)c2ccc(Nc3nc(-c4ccccn4)cs3)cc2)nc(OC)n1 | 2% | -2% | . | 3.1% | 17% | -7% | 13% | 8%
C=CCN1/C(=C(\C#N)C2=NS(=O)(=O)c3ccccc32)N(C)c2ccccc21 | -2% | 7%[38.3 µM] | -3% | -0.7% | 3%[46.1 µM] | -6% | 11% | 44%[activator]
Cc1cc(NCCc2ccccc2F)n2ncnc2n1 | 1% | 11% | -25% | -1.3% | 9% | -1% | 0% | 3%
CCCCN(C(=O)/C=C/c1ccco1)c1c(N)n(CCC)c(=O)[nH]c1=O | 1% | -4% | 0% | -0.3% | 7% | -2% | -7% | 4%
C=CCn1c(SCC(=C)C)nc2c1c(=O)[nH]c(=O)n2C | . | . | . | 1.1% | 6% | 5% | 1% | 3%
CCOC(=O)c1nn(-c2ccccc2C)c2nc(CC(C)C)c(C#N)c(=O)n12 | -3% | 7% | 0% | 5.9% | -17%[46.1 µM] | ? | -6% | 1%

A different layout for part of the listing above:
Every second line gives: Luc counter | IMPase Li cell | SMN2 splice enh | Epigenetic derep | NPSR antag | KDM4E inh | RECQ1 helicase | RGS12 GoLoco inh
COc1cc(NS(=O)(=O)c2ccc(Nc3nc(-c4ccccn4)cs3)cc2)nc(OC)n1
→ 2% | -2% | . | 3.1% | 17% | -7% | 13% | 8%
C=CCN1/C(=C(\C#N)C2=NS(=O)(=O)c3ccccc32)N(C)c2ccccc21
→ -2% | 7%[38.3 µM] | -3% | -0.7% | 3%[46.1 µM] | -6% | 11% | 44%[activator]
Cc1cc(NCCc2ccccc2F)n2ncnc2n1
→ 1% | 11% | -25% | -1.3% | 9% | -1% | 0% | 3%

Screens from PubChem BioAssay.

Not all compounds are listed; the hit share may differ from the screen's.
